# From PubChem BioAssay
# NPSR antagonist: qHTS Assay for Antagonists of the Neuropeptide S Receptor: cAMP Signal Transduction; Q6W5P4; CHO-NPSR cells, cAMP TR-FRET, antagonist mode; Potency, µM (highest dose often 38.3 µM), for the others: at the highest dose activity change, negative = inhibition, most hits filed as inhibitors; 220,000 compounds, 1% hits; AID 1461, 2008; further: potency means the concentration at half of the fitted maximal effect; on the % scale 0 is the no-effect control and ±100 the full control effect; nearly all actives have a fitted effect of over 50% in size; many of its hits are not listed in these tables
# Target sequence (Q6W5P4 whole entry, looked up): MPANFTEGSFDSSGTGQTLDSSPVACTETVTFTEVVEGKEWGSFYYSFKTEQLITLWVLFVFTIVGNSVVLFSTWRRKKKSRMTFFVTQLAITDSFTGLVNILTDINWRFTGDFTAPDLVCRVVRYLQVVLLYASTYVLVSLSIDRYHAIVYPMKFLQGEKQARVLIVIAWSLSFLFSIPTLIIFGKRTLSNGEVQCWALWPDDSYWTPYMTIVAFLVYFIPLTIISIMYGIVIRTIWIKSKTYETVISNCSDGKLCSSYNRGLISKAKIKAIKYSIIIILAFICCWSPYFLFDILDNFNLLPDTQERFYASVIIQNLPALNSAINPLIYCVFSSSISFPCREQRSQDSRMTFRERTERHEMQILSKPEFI
# Luc counter: Counterscreen for Luciferase (Kinase-Glo TM) Inhibition. AID 1379, 2008. Kinase-Glo luciferase, ATP luminescence, 8 min. 200,000 compounds, 0.28% hits. Luciferin 4-monooxygenase (Photuris pensylvanica), Q27757. Potency, µM (doses to about 38.3 µM), for inactives: top-dose activity change, negative = inhibition, hits mostly inhibitors; further: potency means the concentration at half of the fitted maximal effect; on the % scale 0 is the no-effect control and ±100 the full control effect; nearly all actives have a fitted effect of over 60% in size
#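 Compound is pinned into ATP-containing buffer (10 uM ATP, imidazole pH 7.2, 7 mM MgCl2). Kinase-Glo luciferase reagent is then added. Light output is recorded following an 8-min room-temperature incubation.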
# Epigenetic reg: Quantitative High-Throughput Screen for Regulators of Epigenetic Control | murine LDR cells, GFP reporter derepression, 30 h | Potency, µM (highest dose often 53.9 µM), for inactives: at the highest dose GFP activation, hits mostly activators | 280,000 compounds, 0.2% hits; further: potency means the concentration at half of the fitted maximal effect; % of control where 0% means no effect; nearly all actives have a fitted effect of over 60% in size
#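 Murine LDR cells carrying a silenced, genomically integrated CMV-driven GFP reporter were exposed to compound for 30 hours at 37 C. After PBS washes, GFP-positive cells (20–120 um objects) were counted by laser-scanning microplate cytometry.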
# aGal spleen mod: qHTS Assay for Inhibitors and Activators of Human alpha-Galactosidase From Spleen Homogenate. 240,000 compounds, 0.008% hits. Potency, µM (doses to about 80 µM), for inactives: at the top dose activity change, negative = inhibition, hits mostly inhibitors. AID 2107, 2009. human spleen homogenate, 4MU-alpha-Gal fluorescence, 40 min;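 further: potency means the concentration at half of the fitted maximal effect; 0% = enzyme with vehicle and -100% = no enzyme basal signal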
#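 Fluorogenic readout (Ex 365/Em 440 nm) of 4-methylumbelliferone released from 1 mM 4-MU-alpha-galactoside by spleen homogenate, 40 min at 37C, pH 5.0. Data normalized to no-enzyme and enzyme controls; Hill-equation AC50 from compound titrations.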
# CBFb RUNX1 block: qHTS Assay for Compounds Blocking the Interaction Between CBF-beta and RUNX1 for the Treatment of Acute Myeloid Leukemia | AID 1477, 2009 | AlphaScreen CBFb-His/RUNX1-biotin binding, biochemical | Potency, µM (top dose mostly 59.8 µM), for inactives: at the highest dose activity, negative = inhibition, hits mostly inhibitors | Runt-related transcription factor 1 (Homo sapiens) + Core-binding factor subunit beta … | 230,000 tested, under 10 active; further: % of control where 0% means no effect
# Target sequence (Q01196 whole entry, looked up): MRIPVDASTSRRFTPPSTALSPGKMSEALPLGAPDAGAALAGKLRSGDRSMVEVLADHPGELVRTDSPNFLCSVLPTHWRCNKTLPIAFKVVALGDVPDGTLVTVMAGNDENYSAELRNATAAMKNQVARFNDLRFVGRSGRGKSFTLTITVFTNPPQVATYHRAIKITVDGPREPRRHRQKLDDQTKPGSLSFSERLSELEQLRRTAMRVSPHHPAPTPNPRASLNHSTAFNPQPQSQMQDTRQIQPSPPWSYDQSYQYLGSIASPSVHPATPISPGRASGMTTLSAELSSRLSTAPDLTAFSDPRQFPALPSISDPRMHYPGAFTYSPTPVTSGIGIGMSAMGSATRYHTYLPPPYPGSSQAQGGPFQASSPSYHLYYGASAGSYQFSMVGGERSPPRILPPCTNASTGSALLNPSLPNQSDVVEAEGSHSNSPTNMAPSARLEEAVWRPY
# Target sequence (Q13951 whole entry, looked up): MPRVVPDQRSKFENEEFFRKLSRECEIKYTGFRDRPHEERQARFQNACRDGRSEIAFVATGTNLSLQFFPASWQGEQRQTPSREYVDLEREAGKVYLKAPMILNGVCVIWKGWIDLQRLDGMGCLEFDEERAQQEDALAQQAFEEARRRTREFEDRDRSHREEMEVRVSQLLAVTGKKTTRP
#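 Room-temperature protein-protein interaction test with 30 nM each of His-tagged CBF-beta and biotinylated RUNX1, 15 min with compound, then 90 min with nickel plus streptavidin beads. Signal read in AlphaScreen mode.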
# Lamin A splicing: qHTS Assay for Modulators of Lamin A Splicing; HeLa LMNA splicing GFP/RFP minigene ratio, 48 h; Potency, µM (top dose mostly 46.1 µM), inactives show at the top dose ratio change, negative = inhibition, usual class: inhibitors; 200,000 compounds, 0.01% hits; AID 1487, 2009; active means well fitted inhibition curve with a large enough effect in the signal ratio, with a control signal flat, not every such curve was filed as active; inconclusive means small, poorly fitted or top-dose-only effect, or effect the other way, or a change in a side signal; the % refers to the signal ratio; further: potency means the concentration at half of the fitted maximal effect; on the % scale 0 is the no-effect control and ±100 the full control effect
#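 S3 HeLa cells stably expressing lamin A-EGFP splicing minigene plus DsRed2, 600 cells/well, 48 h compound exposure at 37C. Laser-scanning cytometry; analysed as GFP (500-530 nm)/RFP (575-640 nm) total intensity ratio; 0.5% DMSO vehicle.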
# IMPase Li inh: qHTS Assay for Identifying the Cell-Membrane Permeable IMPase Inhibitors: Potentiation with Lithium; CHO-M1 cells, IP1 TR-FRET (IP-One), carbachol + lithium; AID 1457, 2008; Potency, µM (titrated, usually from 59.4 µM), without a hit: top-dose activity, negative = IMPase inhibition, usual class: inhibitors; 210,000 compounds, 0.35% hits;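 further: IP1 builds up when IMPase is blocked and the TR-FRET signal falls; potency means the concentration at half of the fitted maximal effect; plate controls were basal vehicle for no effect and high inhibitor control for full effect; nearly all actives have a fitted effect of over 50% in size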
#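 Concentration–response in CHO-M1 cells, lithium-potentiated; 30 min at 37C. IP1 detected by competitive TR-FRET after 10 min lysis at RT. Hill-fitted AC50.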
# An asterisk follows results filed as active; ? = inconclusive; . = no result given; & = joins results of further samples; [ ] = remark or other dose. Unless noted, the call rests on the fitted dose curve; in most records, active means well fitted curve in the direction sought with a large enough effect; inconclusive means small, poorly fitted or top-dose-only effect, or another doubt; inactive means no such curve, though single readings can be large; an effect the other way counts as inactive or inconclusive. This is a subset; count on the stated rates, not on these rows.
SMILES,NPSR antagonist,Luc counter,Epigenetic reg,aGal spleen mod,CBFb RUNX1 block,Lamin A splicing,IMPase Li inh
COc1ccc2c(Cl)c(C(=O)N/N=C/c3c(C)[nH]c4ccccc34)sc2c1,?,.,2.6%,-1%,-10%,?,.
O=C(Nc1ccc([N+](=O)[O-])cc1)C1CC12CCC2 (centres undefined),-18%,0%,-0.6%,-22%,1%,.,4%
COCc1c(C)cc(C)c(/C=N/O)c1C,0%[46.1 µM],-4%,-1.1%,8%,7%,-5%,-3%[38.3 µM]
CCOC(=O)c1c(C)c(C(=O)NC2CCCCC2)c(C)n1CC,-4%[46.1 µM],3%,-0.9%,5%,2%,2%,-11%
Cc1nc(NC(=O)c2ccc(F)cc2)nc2cc3c(cc12)OCO3,-5%[46.1 µM],-4%,0.0%,-9%,2%,15%,3%[38.3 µM]
O=C(CSc1nc2nc[nH]c2c(=O)[nH]1)NC1CCCCC1,12%[46.1 µM],4%,3.6%,-13%,5%,0%,22%[38.3 µM]
CC(C)Nc1nc2c(c(=O)n(C)c(=O)n2C)n1C,-1%[7.67 µM],.,-1.4%,3%,-1%,.,.
CCOc1ccccc1NC(=O)C1CCN(S(=O)(=O)c2c(C)nn(C)c2C)CC1,-9%[46.1 µM],-1%,-1.7%,-4%,2%,-1%,-1%[38.3 µM]
CCCCCC(=O)Nc1ccc2oc(-c3cccnc3)nc2c1,1%[46.1 µM],-2%,0.9%,3%,6%,-9%,-3%
CCOCCCNCC(=O)NC1(C)C2CCC(C2)C1(C)C (centres undefined),-8%[46.1 µM],19%,-3.9%,0%,-4%,15%,35%[activator][38.3 µM]
CCN(CC)S(=O)(=O)c1ccc(NC(=O)c2cccc3c2C(=O)N(CCOC)C3)cc1,3%,1%,-1.0%,5%,-3%,-8%,-3%
O=C1[C@@H]2Cc3ccccc3CN2C(=O)N1c1cccc(F)c1,-7%[46.1 µM],-2%,-1.0%,0%,4%,2%,9%[38.3 µM]
CCOc1ccc(-c2nc(CSCC(=O)N3CCN(c4cccc(OC)c4)CC3)c(C)o2)cc1,-21%[46.1 µM],4%,0.0%,5%,-18%,-7%,23%[38.3 µM]
COc1ccc2[nH]c(=O)c(CN(CCO)C(=O)c3cccs3)cc2c1,1%[46.1 µM],1%,-1.1%,14%,-1%,3%,1%[38.3 µM]
Cc1ccc(S(=O)(=O)NC(=O)N2CCN(Cc3c(F)cccc3Cl)CC2)cc1,1%,.,2.2%,6%,9%,-8%[46 µM],.
COc1cc(/C=N/NC(=O)c2cccc([N+](=O)[O-])c2)ccc1O,-5%,6%,-1.6%,-4%,-5%,.,6%
COc1ccccc1N1CCSC1C(N)=O (centres undefined),-7%[46.1 µM],0%,-0.9%,3%,-1%,6%[0.0737 µM],12%[38.3 µM]
CCc1nnc(NC(=O)CCN2C(=O)CCC2=O)s1,9%[46.1 µM],1%,-1.6%,-5%,1%,1%,-10%[38.3 µM]
Cc1ccc(N2CCN(S(=O)(=O)N3CCCCC3)CC2)cc1Cl,-5%,1%,-2.5%,-1%,-1%,?,3%
Cc1ccccc1-n1c(SCC(=O)c2cc(C)n(C)c2C)nnc1-c1cccnc1,-27%[46.1 µM],5%,-2.9%,-1%,?,11%,28%[38.3 µM]
Cc1cc(-c2ccco2)c(C#N)c2nc3ccccc3n12,-6%[46.1 µM],6%,0.7%,5%,3%,-6%,-26%[38.3 µM]
Cc1cc(C(=O)NC2CCCCC2)on1,7%,.,-2.8%,13%,-3%,.,.
CN1c2ccccc2C(=O)/C(=C\Nc2ccc(F)cc2F)S1(=O)=O,-3%,.,0.0%,-8%,4%,.,.
Nc1nc(=O)n(C2OC(CO)C(O)C2O)cc1Cl (centres undefined),.,-4%,-0.2%,6%,.,?,1%
Cc1ccc(N2CC(C(=O)Nc3ccccn3)CC2=O)cc1 (centres undefined),-12%[46.1 µM],-3%,0.9%,-2%,7%,3%,20%[38.3 µM]
COc1ccc(CCNC(=O)C2CCCN(Cc3nc(-c4ccccc4C)oc3C)C2)cc1OC (centres undefined),-21%[46.1 µM],-1%,0.9%,2%,-7%,3%,15%[38.3 µM]
Cc1csc(NC(=O)c2c(-c3c(Cl)cccc3Cl)noc2C)n1,?,-4%,4.6%,-2%,-6%,0%,27%[38.3 µM]
O=C(CCN1C(=O)c2ccccc2C1=O)Nc1ccc(-c2nc3ccccc3o2)cc1,6%[46.1 µM],-2%,1.2%,12%,-4%,-8%,?
COC(=O)c1ccccc1NC(=O)CSc1ccccn1,-13%[46.1 µM],0%,-0.8%,12%,6%,?,2%[38.3 µM]
CCOc1ccc(/C=N/NC(=O)CN2CCSCC2)cc1,-2%[46.1 µM],2%,0.0%,-6%,-2%,4%,-2%

# In a second layout: three of the compounds above
# Values in the order: NPSR antagonist, Luc counter, Epigenetic reg, aGal spleen mod, CBFb RUNX1 block, Lamin A splicing, IMPase Li inh
- Cc1cc(C(=O)NC2CCCCC2)on1
  7%, ., -2.8%, 13%, -3%, ., .
- Cc1ccc(N2CCN(S(=O)(=O)N3CCCCC3)CC2)cc1Cl
  -5%, 1%, -2.5%, -1%, -1%, ?, 3%
- O=C(CCN1C(=O)c2ccccc2C1=O)Nc1ccc(-c2nc3ccccc3o2)cc1
  6%[46.1 µM], -2%, 1.2%, 12%, -4%, -8%, ?

# Compound profiles (already shown). Order of values: NPSR antagonist | Luc counter | Epigenetic reg | aGal spleen mod | CBFb RUNX1 block | Lamin A splicing | IMPase Li inh
# Cc1nc(NC(=O)c2ccc(F)cc2)nc2cc3c(cc12)OCO3 is listed with -5%[46.1 µM] | -4% | 0.0% | -9% | 2% | 15% | 3%[38.3 µM]
# COCc1c(C)cc(C)c(/C=N/O)c1C is listed with 0%[46.1 µM] | -4% | -1.1% | 8% | 7% | -5% | -3%[38.3 µM]
# Nc1nc(=O)n(C2OC(CO)C(O)C2O)cc1Cl (centres undefined) is listed with . | -4% | -0.2% | 6% | . | ? | 1%
# CCOCCCNCC(=O)NC1(C)C2CCC(C2)C1(C)C (centres undefined) is listed with -8%[46.1 µM] | 19% | -3.9% | 0% | -4% | 15% | 35%[activator][38.3 µM]

# The listing continues:
SMILES,NPSR antagonist,Luc counter,Epigenetic reg,aGal spleen mod,CBFb RUNX1 block,Lamin A splicing,IMPase Li inh
COC(=O)CN(C#N)c1nc(C)cc(C)n1,15%[46.1 µM],-1%,1.3%,7%,1%,-2%,-2%
CCC(=O)N1N=C(c2ccc(Cl)cc2)CC1c1ccco1 (centres undefined),42%,.,0.3%,1%,-2%,.,.
CCc1ccccc1OCC(=O)N(CC)CC(=O)NCc1ccc(F)cc1,-2%[46.1 µM],.,-0.9%,5%,11%,-12%,.
COc1ccc(-c2nc3cnc(N4CCOCC4)nc3n(CCC#N)c2=O)cc1,.,-1%,.,9%,.,.,-14%
COC(=O)c1ccc(C2CC(=O)NC3=C2C(=O)CCC3)cc1 (centres undefined),-12%[46.1 µM],0%,0.8%,-5%,2%,-1%,-3%[38.3 µM]
CCOC(=O)c1nn(-c2sc(C(=O)OC)c(C)c2C(=O)OC)cc1O,0%[46.1 µM],1%,18%,?,18%,7%,15%[38.3 µM]
CCc1cccc(N(CC(=O)NCc2ccc(F)cc2)C(=O)c2csnn2)c1,-13%,-1%,0.9%,-13%,-2%,?,17%
O=C(Nc1ccccc1N1CCCCC1)c1cccc([N+](=O)[O-])c1,-38%,0%,-1.5%,1%,0%,.,7%
COc1ccc(C2(CNC(=O)CCC(=O)O)CCCC2)cc1,-8%[46.1 µM],1%,1.3%,0%,4%,-1%,14%[38.3 µM]
CC(C(=O)N1CCC(C(N)=O)CC1)N(c1ccc(Oc2ccccc2)cc1)S(C)(=O)=O (centres undefined),10%[46.1 µM],0%,0.0%,2%,0%,-12%,32%[38.3 µM]
Cc1ccc(-c2nnc(Nc3ccccc3)c3ccccc23)cc1S(=O)(=O)NCC1CCCO1 (centres undefined),?,-3%,-0.9%,5%,-5%,11%[0.0737 µM],-6%[38.3 µM]
Cc1cc(O)cc(O)c1C(=O)O,.,0%,-1.0%,-3%,.,-11%,-7%
COCCCn1c(SCC(=O)N2CCCCC2C)nnc1-c1ccco1 (centres undefined),-9%[46.1 µM],-2%,-1.0%,-6%,2%,2%,21%[38.3 µM]
CCC(C)(C(=O)NC1CCCC1)N(CC1CCCO1)C(=O)c1ccc2c(c1)OCO2 (centres undefined),2%[46.1 µM],-6%,-1.1%,5%,-3%,-6%,9%[38.3 µM]
CC1=NN(c2ccccc2)C(=O)C1N=Nc1ccc(C)cc1 (centres undefined),4%,12%,0.5%,-8%,-6%,.,-7%
CCN(CC)CCOC(=O)c1ccc(NC(=O)COc2cc(=O)n(CC)c3ccccc23)cc1,-8%[46.1 µM],2%,0.0%,2%,4%,1%,18%[38.3 µM]
CCOc1ccc(-n2cc(C(=O)Nc3cccc(Cl)c3)c3cc(OC)c(OC)cc3c2=O)cc1,-19%[46.1 µM],14%,4.7%,-2%,-9%,17%,2%[38.3 µM]
CCOC(=O)c1c(NC(=O)CSc2nnc(-c3c[nH]c4ccccc34)n2CC)sc2c1CCCC2,-55%,-1%,1.1%,-24%,-11%,?,9%
O=C(CSc1nc(-c2ccc(F)cc2)cs1)N1CCN(C(=O)c2ccco2)CC1,-17%[46.1 µM],15%,-0.9%,-3%,-7%,-16%,11%[38.3 µM]
N#Cc1ccsc1NC(=O)CN(Cc1ccccc1)Cc1ccccc1,?,4%,0.0%,-9%,22%,?,11%
O=S(=O)(NCCSc1ccccn1)c1ccc(Cl)cc1,10%,3%,0.9%,12%,1%,12%,-15%
Cc1cccc(OCC(=O)Nc2ccc3nc(C)sc3c2)c1,-1%,-2%,-1.3%,-12%,17%,-8%[46 µM],12%
CCCCCCCCCCCCOS(=O)(=O)O,.,.,.,?,4%&3%[21.7 µM],?,11%&-11%
CNC(=O)c1cccc2cccc(Sc3ccccc3C(=O)O)c12,6%,.,1.0%,5%,7%,7%[46 µM],.
Cc1nc2oc3c(NCc4ccccc4)ncnc3c2c2c1COC(C)(C)C2,-24%[46.1 µM],-3%,-1.0%,-5%,-1%,7%,21%[38.3 µM]
